TbPYK inhibitor: T. brucei pyruvate kinase inhibition; TbPYK enzyme, Kinase-Glo Plus ATP luminescence, 45 min; Q57TT1; AID 624173; Potency, µM (top dose mostly 76.8 µM), for the others: at the highest dose activity, negative = inhibition, most hits filed as inhibitors; 410,000 compounds, 0.12% hits; also: potency is read from the fitted curve at half-maximal effect; % is scaled to controls: 0 for no effect and ±100 for the full control effect; nearly all actives have a fitted effect of over 50% in size
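T. brucei PYK with substrate was exposed to pin-transferred compounds across a concentration series, then started with 130 uM ADP (final). After 45 min at room temperature, Kinase-Glo Plus luminescence was read, normalized and curve-fitted.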
Pf growth 96h: inhibits malaria parasite growth, 96 h. P. falciparum luciferase reporter growth, 96 h. Potency, µM (doses to about 28.7 µM), for inactives: top-dose activity change, negative = inhibition, most hits filed as inhibitors. 320,000 compounds, 6.9% hits; also: potency is read from the fitted curve at half-maximal effect; % is scaled to controls: 0 for no effect and ±100 for the full control effect
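Parasite growth measured via integrated firefly luciferase reporter in P. falciparum. Infected erythrocytes at 2% hematocrit, 0.05% parasitemia final were treated 96 hours at 37 C under 5% CO2, and luminescence was read.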
Pf growth 48h: P. falciparum growth inhibition at 48 hours (one generation). AID 504832. Potency, µM (top dose mostly 28.7 µM), for the others: at the top dose activity change, negative = inhibition, most hits filed as inhibitors. 310,000 compounds, 5.9% hits. P. falciparum luciferase growth in erythrocytes, 48 h; also: potency is read from the fitted curve at half-maximal effect; % is scaled to controls: 0 for no effect and ±100 for the full control effect
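Luminescence readout; reporter = integrated firefly luciferase in P. falciparum. RBC culture at 2% hematocrit, 0.1% parasitemia final, 37 C/5% CO2; decreased signal taken as growth inhibition.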
CHX counter: counter-screen for Shiga toxin inhibitors: cycloheximide protein synthesis inhibition; cell reporter, cycloheximide protein synthesis inhibition counterscreen; max response, %; 300,000 compounds, 12% hits; in the data active = max response mostly above about 13%, no sharp cut-off; inactive = mostly below about 14%; also: read at 38.3 µM for the half of the compounds with a filed dose; 0% is about no effect
Shiga inhibitor: Shiga toxin inhibition | Vero cells, Shiga toxin protein synthesis inhibition reporter | inhibition, % at 38.7 µM | 290,000 compounds, 9.2% hits | AID 2315; in the data active = inhibition mostly above about 28%, no sharp cut-off; inactive = mostly below about 43%; also: 0% is about no effect
HCV inh: blocks hepatitis C virus; Huh7.5.1 HCVcc-Cre infection, luciferase reporter, 44 h; Potency, µM (doses to about 41.8 µM), without a hit: top-dose activity change, negative = inhibition, actives largely listed as inhibitors; 340,000 compounds, 3.4% hits; also: potency is read from the fitted curve at half-maximal effect; % is scaled to controls: 0 for no effect and ±100 for the full control effect
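A cell-based infection assay in which seeded cells (1,000 per well) receive test compound after 4 h, are inoculated with HCVcc-Cre at approximately 0.5 moi, and are incubated 44 h before luminescence detection.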
LmPK inhibitor: inhibitors of Leishmania mexicana pyruvate kinase; purified LmPK, Kinase-Glo ATP luminescence, 1 h; 290,000 compounds, 0.37% hits; Potency, µM (series often up to 57.5 µM), inactives show at the highest dose activity change, negative = inhibition, actives largely listed as inhibitors; Q27686; AID 1721; also: potency is read from the fitted curve at half-maximal effect; % is scaled to controls: 0 for no effect and ±100 for the full control effect
Target sequence (Q27686 whole entry, looked up): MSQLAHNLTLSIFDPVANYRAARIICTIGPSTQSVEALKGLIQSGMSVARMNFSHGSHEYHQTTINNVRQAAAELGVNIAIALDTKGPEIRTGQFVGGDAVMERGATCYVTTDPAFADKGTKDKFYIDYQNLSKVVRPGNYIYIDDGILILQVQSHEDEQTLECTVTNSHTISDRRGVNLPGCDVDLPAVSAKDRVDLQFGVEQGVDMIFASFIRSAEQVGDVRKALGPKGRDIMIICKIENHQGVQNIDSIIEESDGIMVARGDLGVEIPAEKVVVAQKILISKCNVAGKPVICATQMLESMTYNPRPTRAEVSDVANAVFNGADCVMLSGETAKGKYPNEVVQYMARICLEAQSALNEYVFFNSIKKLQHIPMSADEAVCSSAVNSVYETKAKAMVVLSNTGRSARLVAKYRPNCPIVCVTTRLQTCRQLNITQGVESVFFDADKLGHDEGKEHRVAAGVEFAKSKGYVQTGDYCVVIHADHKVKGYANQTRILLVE
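Screened at intermediate enzyme activity to detect both inhibitors and activators: LmPK at 0.1 nM, with a 0.5 nM enzyme column as activation reference. PEP 0.5 mM, ADP 0.1 mM; ATP detected by luminescence after 1 h.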
Starred values were filed as active, the others as inactive; ? = inconclusive; · = not tested or not shown; + = active, no number; & = joins results of further samples; [ ] = remark or other dose. Unless noted, calls follow the shape of the dose curve; as a rule, active = well fitted curve in the direction sought with a large enough effect; inconclusive = small, poorly fitted or top-dose-only effect, or another doubt; inactive = no such curve, though single readings can be large; an effect the other way counts as inactive or inconclusive. This is a random part of the collection; overall some 24% were active at least once.

SMILES	TbPYK inhibitor	Pf growth 96h	Pf growth 48h	CHX counter	Shiga inhibitor	HCV inh	LmPK inhibitor
COCCCn1c(SCC(=O)Nc2cccc(C)n2)nnc1-c1ccco1	-4.8%	-9.2%[5.75 µM]	-13.4%	-1.2	-2.3	2.5%	1.5%
Cc1ncc(CO)c2cc(C(=O)Nc3ccccc3Cl)c(=Nc3cccc(C(N)=O)c3)oc12	7.6%	-4.8%	39.5%[activator]	-3.9	-3.8	?	-0.5%
CCN(CC)S(=O)(=O)c1ccc2[nH]cc(C(=O)NCCc3ccccc3)c(=O)c2c1	-4.7%&7.5%	·	13.1µM*	1.6	6.8	?	1.4%
COC(=O)C1=NN(C(=O)c2ccc(C)cc2)C(O)(c2ccc(Cl)cc2)C1 (stereo unspecified)	6.0%	51.3%[activator]	1.6%	-1.0	3.2	4.2%	2.7%
Cn1c2c(c(=O)n(C)c1=O)CN(Cc1ccc3c(c1)OCO3)CN2	-4.3%	·	2.6%	-1.8	-1.8	15.6%	-6.2%
COc1ccccc1/C=C/C(=O)Nc1ccc2c(c1)CCC2	-5.3%	-54.5%	-26.8%	35.3*	34.0*	?	3.1%
O=C(O)c1cc(-c2ccc(-c3ccc(F)cc3)o2)nc2ccccc12	?	119.7%[activator]	159.6%[activator]	36.6	30.5*	24.0%	-0.3%
CSc1cccc(NC(=S)NC(=O)CCc2ccccc2)c1	-8.8%	67.4%[activator]	-1.2%	23.0*	22.3	?	7.6%
Cc1ccc(-n2[nH]c(C)c(C=Nc3ccc(S(=O)(=O)Nc4nccs4)cc3)c2=O)cc1C	-6.6%	?	9.8%	1.9	-9.6	25.4%	?
Cc1cccc(C(=O)N2CCNC(=O)C2CC(=O)Nc2cccc(Cl)c2)c1 (stereo unspecified)	-8.4%	83.3%[activator]	1.5%	-3.5	-20.5	7.8%	-3.3%
CC(C)N(C(=O)CSc1ncnc2sc(-c3ccccc3)cc12)C(C)C	1.2%	·	23.3%	3.0	-11.8	6.4%	4.8%
COc1ccc(-c2csc(-c3[nH]cnc3N)n2)cc1	-14.2%	?	-25.9%	28.3*	86.2*	2.5%	-1.9%
O=C(c1ccc(F)cc1)C1CCN(C(=O)c2ccccc2)CC1	-3.1%	?	22.5%	-5.1	-4.6	4.0%	-1.1%
COc1cccc(N2CCN(C(=O)c3ccc(CS(=O)Cc4ccccc4Cl)o3)CC2)c1 (stereo unspecified)	-0.4%	?	-20.3%	-5.4	11.4	?	-1.2%
Cc1c(C(=O)Nc2ccccc2F)sc2ncn(CC(=O)N3CCCCC3)c(=O)c12	3.8%	?	-3.3%	21.7	30.6	-15.5%	2.7%
COc1ccccc1OCCCC(=O)Nc1nnc(C2CCCO2)s1 (stereo unspecified)	-0.7%	-3.4%	-1.6%	-3.0	37.4	22.7%	-7.6%
CC(C)C(NC(N)=O)C(=O)NC1CCCCC1 (stereo unspecified)	·	24.2%	0.1%	-2.8	-5.7	·	-3.7%
O=C(CCc1ccc(S(=O)(=O)N2CCOCC2)cc1)N/N=C/c1ccc(F)cc1F	-1.3%	?	?	4.5	-0.5	31.4%[activator]	10.5%
CCn1c(SCC(=O)Nc2cc(C)on2)nc2sc3c(c2c1=O)CCCC3	0.0%	?	?	5.1	20.3	?	-0.4%
CC1CCCN(c2ccc(F)cc2N)C1 (stereo unspecified)	0.1%	?	?	-2.2	11.7	?	-7.9%
CCN(CC)C(=O)N1CCC(NC(=O)c2ccc(C(C)(C)C)cc2)CC1	4.6%	-15.2%	?	-4.7	-9.4	?	-1.2%
CC(NC(=O)c1ccc(Cl)cc1)C(=O)NC1=NCCS1 (stereo unspecified)	-3.3%	65.8%[activator]	17.4%	-2.4	5.2	13.6%	6.2%
Cn1cc(Br)c(C(=O)NC2CCCCC2)n1	-3.6%	0.0%	-21.5%	-2.6	18.5	7.9%	-2.0%
CCOC(=O)c1c(C)oc2c1c(C(c1ccncc1)N1CCOCC1)c(O)c1ccccc12 (stereo unspecified)	-11.9%	-1.4%	?	50.7*	100.2*	12.6µM*	-2.1%

One compound at a time, as listed above. Order of screens: TbPYK inhibitor	Pf growth 96h	Pf growth 48h	CHX counter	Shiga inhibitor	HCV inh	LmPK inhibitor
O=C(c1ccc(F)cc1)C1CCN(C(=O)c2ccccc2)CC1 as listed: -3.1%	?	22.5%	-5.1	-4.6	4.0%	-1.1%
CCN(CC)S(=O)(=O)c1ccc2[nH]cc(C(=O)NCCc3ccccc3)c(=O)c2c1 as listed: -4.7%&7.5%	·	13.1µM*	1.6	6.8	?	1.4%

(more compounds)
SMILES	TbPYK inhibitor	Pf growth 96h	Pf growth 48h	CHX counter	Shiga inhibitor	HCV inh	LmPK inhibitor
NC(=O)C1CCCN(C(=O)CN2C(=O)NC(c3ccccc3)(c3ccccc3)C2=O)C1 (stereo unspecified)	0.2%	44.2%[activator]	47.6%[activator]	·	·	8.9%	·
CCOC(=O)c1cnn2c(C(F)F)cc(C3CC3)nc12	-2.3%	2.4%	9.7%	-2.1	20.4	-17.7%	-0.1%
N[C@H]1C(O)O[C@H](CO)[C@@H](O)[C@@H]1O (stereo partly specified)	5.8%	102.5%[activator]	-11.8%	·	·	-2.3%	·
COCc1cc(C)nc(SCc2ccccc2Cl)c1C#N	-5.9%	28.3%	-2.9%	-0.9	-3.5	-2.1%	3.1%
COc1ccc(-c2cc(C(=O)N3CCN(c4cccc(C)c4C)CC3)c3ccccc3n2)cc1OC	3.1%	10.4µM*	9.28µM*	·	·	?	·
CCOc1ccccc1OCC(=O)O	1.2%	?	7.1%	0.7	17.2	1.6%	-1.9%
O=S(=O)(/N=C(/NS(=O)(=O)c1ccccc1)c1ccccc1)c1ccccc1	1.3%	-5.7%	11.9%	1.8	18.1	-3.4%	1.3%
Cc1c(Br)c([N+](=O)[O-])nn1CCCC(=O)Nc1sc2c(c1C(N)=O)CCC(C)C2 (stereo unspecified)	-1.1%	?	-9.5%	-4.2	-5.8	-6.5%	1.1%
O=[N+]([O-])c1ccc(N2CCCCCC2)c(S(=O)(=O)N2CCCCC2)c1	-0.8%	?	?	-2.0	35.7	?	0.3%
Cc1cc(Cl)ccc1OCC(=O)NCC(c1cccs1)N1CCOCC1 (stereo unspecified)	1.4%	?	13.1µM*	·	·	10µM*	·
O=C(O)c1cn(Cc2cccnc2)c(=O)c2ccccc12	·	66.0%[activator]	?	1.3	-5.7	·	7.2%
CCN(C(=O)CSc1nnc2ccccn12)c1c(N)n(Cc2ccccc2)c(=O)[nH]c1=O	3.8%	4.8%	-7.0%	-1.9	-5.7	32.3%[activator]	-0.8%
COc1cc(O)c(C(CC(=O)N2CCCC2)c2ccc3c(c2)OCO3)c(OC)c1 (stereo unspecified)	-2.3%	?	?	-4.1&-4.3	-6.2&-4.1	7.0%	4.4%
O=C(Nc1nnc(SCc2ccccc2)s1)c1cc2c(s1)CCCC2	-2.4%	44.6%[activator]	·	8.8	9.1	1.4%	-0.4%
CCO/N=C1\C(=O)N(c2ccccc2)c2ccccc21	4.2%	-11.3%	?	14.0	-3.0	?	-6.3%
CC1CCN(S(=O)(=O)c2nnc(NC(=O)c3ccccc3Br)s2)CC1	2.7%	-24.5%	38.3%[activator]	-4.1	7.1	4.4%	7.1%
COc1ccc(NC(=O)c2ccc(COCC(F)(F)C(F)F)cc2)cc1	-11.1%	?	20.0%	52.8*	+	-12.9%	3.0%
COc1ccc(OCc2n[nH]c(=S)n2N)cc1	?	27.2%	4.7%	5.4	6.4	7.8%	1.0%
CCNC(=O)CN1c2cccc3cccc(c23)S1(=O)=O	-3.3%	28.3%	11.1%	-5.6	-17.3	10.5%	0.3%
COC(=O)C1=C(N)c2ccccc2C1(C#N)c1ccccc1 (stereo unspecified)	2.7%	?	·	-1.3	-9.3	-14.8%	2.9%
CCCCNC(=S)NCc1ccc2[nH]c(C)cc2c1	-0.1%	1.3%	-13.7%	4.3	-3.2	?	5.6%
CC(C)(C)c1nc2ccccc2c2nnc(SCC(=O)Nc3nc4ccccc4s3)n12	?	34.6%[activator]	-4.7%	-0.2	-15.2	12.6µM*	7.3%
O=C(O)CCc1ccc(-c2ccc(Cl)cc2)o1	?	?	·	12.1	35.8	13.2%	-8.5%
C/C(=N\NC(=O)c1ccn(C)n1)c1cccc(NC(=O)c2ccc(C)s2)c1	2.1%	57.1%[activator]	94.8%[activator]	31.9*	77.1*	?	0.4%

Rewritten with bars between the fields: part of the list above
structure | TbPYK inhibitor | Pf growth 96h | Pf growth 48h | CHX counter | Shiga inhibitor | HCV inh | LmPK inhibitor
CCCCNC(=S)NCc1ccc2[nH]c(C)cc2c1 | -0.1% | 1.3% | -13.7% | 4.3 | -3.2 | ? | 5.6%
CC(C)(C)c1nc2ccccc2c2nnc(SCC(=O)Nc3nc4ccccc4s3)n12 | ? | 34.6%[activator] | -4.7% | -0.2 | -15.2 | 12.6µM* | 7.3%

(listing goes on)
SMILES	TbPYK inhibitor	Pf growth 96h	Pf growth 48h	CHX counter	Shiga inhibitor	HCV inh	LmPK inhibitor
CCOC(=O)C1C(=O)NC(c2ccccc2)=NC1c1ccc(Cl)cc1 (stereo unspecified)	0.0%	12.7%	19.1%	-2.7	-1.1	-23.8%	5.6%
Cc1ccc(-c2nn(CCC(N)=O)c(=O)c3ccccc23)cc1	3.9%&0.0%	?	3.4%	-3.0	-17.3	3.3%	1.7%
Nc1cc(Cl)ccc1Oc1ccc(Cl)cc1	1.2%	0.0%	29.0%	8.9	23.2	·	8.7%
Cn1c(SC2C(=O)CC(C)(C)CC2=O)nnc1-c1ccco1	-1.9%	28.9%	11.3%	13.0	-1.6	4.1%	-2.1%
O=C(c1cccc(S(=O)(=O)N2CCOCC2)c1)N(CCO)Cc1ccccc1	-0.3%	41.1%[activator]	34.4%[activator]	0.8	10.1	-3.2%	2.4%
CC(=NCc1ccco1)c1c(C(F)(F)F)[nH]n(-c2nc3ccccc3s2)c1=O	3.7%	87.7%[activator]	·	48.5*	121.8*	-27.3%	-1.2%
Cc1cc(OCC(=O)NCCCn2ccnc2)c2c(C)cc(=O)oc2c1	0.0%	-11.5%	-4.3%	7.3	-2.9	-1.9%	3.3%
CC1=C(C(=O)NCc2ccccc2)C(c2ccccc2OCC(N)=O)NC(=O)N1 (stereo unspecified)	-9.0%	?	7.3%	-4.1	-4.3	13.3%	-1.5%
Cc1oc2cc(O)ccc2c(=O)c1Oc1ccc2ccccc2c1	·	-4.2%	19.5%	13.1	38.1*	10.0%	5.5%
CCOc1cc(NC(=O)c2cnccn2)c(OCC)cc1NC(=O)c1ccc(OC)cc1	·	?	?	-2.4	-10.8	·	1.2%
Cc1ccc(C(NC(=O)/C=C\c2ccc3c(c2)OCO3)C(=O)Nc2ccc3c(c2)OCO3)cc1 (stereo unspecified)	2.8%	-5.3%	-25.3%	8.9	-5.7	?	1.6%
Cc1ccc2c(c1)c(C)c(C)n2CC(O)CN1CCCCC1C (stereo unspecified)	1.7%	-17.9%	·	-5.5	-15.4	-24.6%	0.5%
O=C(N/N=C/c1cccc(OCC(=O)N2CCCC2)c1)C(=O)Nc1ccccc1F	-0.7%	-1.9%	8.5%	-1.6	17.1	13.1%	-7.1%
COC(=O)C1=C(c2ccc(OC(F)(F)F)cc2)C[C@@H]2CC[C@H]1N2C(=O)NCCOc1ccccc1Cl	-3.0%	?	10.4µM*	·	·	?	·

Source: PubChem (National Center for Advancing Translational Sciences (NCATS))
